Nrf2 ARE act: Nrf2 pathway activation | actives 0.31% (n = 410,000) | Potency, µM (doses to about 46.1 µM), for inactives: top-dose activation, usual class: activators | AREc32 ARE-luciferase reporter (MCF7-derived line), luminescence, 24 h | AID 624171; further: potency means the concentration at half of the fitted maximal effect; % of control where 0% means no effect; nearly all actives have a fitted effect of over 65% in size
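Luciferase luminescence (Steady-Glo, 30 min at room temperature) served as the read-out of ARE activation in AREc32 cells treated with compounds for 24 hr at 37 deg C.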
Nrf2 inh: inhibitors of Nrf2 signaling; A549 ARE-Fluc reporter, luciferase luminescence, 18-24 h; Potency, µM (titrated, usually from 46 µM), without a hit: at the highest dose activity change, negative = inhibition, most hits filed as inhibitors; actives 2.1% (n = 360,000); AID 504444; further: potency means the concentration at half of the fitted maximal effect; on the % scale 0 is the no-effect control and ±100 the full control effect; nearly all actives have a fitted effect of over 60% in size
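In this cell-based qHTS, ARE-driven firefly luciferase in A549 cells reports Nrf2 activity; the luminescent signal after BugLite lysis is the measured value, with a prior CellTiter-Fluor read for cell health.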
ATXN viability: reduces viability in counter-screen for ATXN expression inhibitors; S2 cells (HEK-293 line with an ATXN2-luciferase reporter) viability, CellTiter-Fluor protease fluorescence, 24 h; Potency, µM (titrated, usually from 56.7 µM), usual class: cytotoxic; actives 0.49% (n = 400,000); AID 651635; further: potency means the concentration at half of the fitted maximal effect; nearly all actives have a fitted effect of over 40% in size
A549 viability: A549 cytotoxicity, counter-screen for Nrf2 inhibitors; Potency, µM (doses to about 46 µM), for the others: top-dose activity change, negative = cytotoxicity, actives largely listed as inhibitors; actives 0.16% (n = 390,000); AID 504648; A549 ARE-Fluc cells, CellTiter-Fluor viability, 18-24 h; further: potency means the concentration at half of the fitted maximal effect; on the % scale 0 is the no-effect control and ±100 the full control effect
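A549 ARE-Fluc cells in 5% FBS OPTI-MEM, 5000 cells/well, rested 2 h then exposed to compounds in concentration-response for 18-24 h at 37 °C. Viability by CellTiter-Fluor fluorescence (Ex 405/Em 525) after 30 min; luciferase luminescence (BugLite, 15 min, RT) read afterwards.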
MCF10A rereplic: DNA re-replication induction in MCF 10a cells; AID 624296; Potency, µM (doses to about 46.1 µM), for the others: at the highest dose activity, positive = re-replication, usual class: activators; MCF 10A DNA re-replication, Hoechst nuclear intensity, 48 h; actives 2.9% (n = 350,000); further: potency means the concentration at half of the fitted maximal effect; % of control where 0% means no effect; nearly all actives have a fitted effect of over 50% in size
IL-1B inflam inh: blocks inflammasome-driven IL-1 beta release; THP-1 LPS/ATP IL-1B secretion, AlphaLISA, 16 h; hits give low values; activity change, % at 57.5 µM; actives 4.7% (n = 360,000); in the data active means activity change below about -50%; inconclusive means mostly about -30% to -49%; further: on the % scale 0 is the no-effect control and ±100 the full control effect
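THP-1 cells pretreated 1 hr with compounds (up to 57.5 uM final), then stimulated with LPS (250 ng/mL final) plus ATP (1.25 mM final); secreted IL-1B measured by AlphaLISA after 16 hr, decreased signal indicating inhibition.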
HepG2 viability: kills HepG2 cells in TGF-b inhibitor counter-screen. actives 0.76% (n = 410,000). HepG2 CAGA-GFP viability, ATP luminescence, 18 h. AID 588856. Potency, µM (titrated, usually from 46.1 µM), for inactives: top-dose activity change, negative = cytotoxicity, hits mostly cytotoxic; further: potency means the concentration at half of the fitted maximal effect; some results filed as inactive show a strong effect at the top dose
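HepG2 CAGA-GFP cells (1000/well, DMEM with 1% FBS) received compound, then TGF-beta at 500 pg/mL final, and were incubated 18 hours at 37 degrees C. Viability was read by CellTiter-Glo luminescence. Media-only wells were set as complete cell-killing and DMSO as no toxicity.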
ATXN2 expr inh: reduces ATXN2 reporter expression in HEK-293 cells | actives 0.72% (n = 360,000) | Potency, µM (series often up to 57 µM), for the others: at the highest dose activity change, negative = inhibition, usual class: inhibitors | HEK-293 ATXN2-luciferase reporter, luminescence, 24 h | AID 1745845; further: potency means the concentration at half of the fitted maximal effect; on the % scale 0 is the no-effect control and ±100 the full control effect; nearly all actives have a fitted effect of over 55% in size
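qHTS (up to 57 uM final) was run with 24 h compound exposure of reporter cells at 37 °C. Each well was multiplexed: SteadyGlo luminescence measured ATXN2-luciferase expression after a fluorogenic Gly-Phe-AFC viability readout (25 uM final).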
TGFb inhibitor: inhibitors of TGF-b signaling; HepG2 CAGA-GFP TGF-b/SMAD3 reporter, GFP fluorescence, 18 h; TGF-beta stimulated, 500 pg/mL final; Potency, µM (series often up to 46.1 µM), inactives show top-dose activity, negative = inhibition, actives largely listed as inhibitors; actives 1.2% (n = 410,000); further: potency means the concentration at half of the fitted maximal effect; on the % scale 0 is the no-effect control and ±100 the full control effect; nearly all actives have a fitted effect of over 65% in size
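Cell-based qHTS in HEPG2 carrying a CAGA-GFP Smad reporter; compounds added before 500 pg/mL final TGF-beta, 18 h incubation at 37 degrees C, GFP fluorescence quantified per cell by imaging cytometry.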
An asterisk follows results filed as active; i = inactive; ? = inconclusive; / = not tested or not shown; [ ] = remark or other dose. Unless noted, the call rests on the fitted dose curve; in most records, active means well fitted curve in the direction sought with a large enough effect; inconclusive means small, poorly fitted or top-dose-only effect, or another doubt; inactive means no such curve, though single readings can be large; an effect the other way counts as inactive or inconclusive.

1. O=C(NCc1ccccc1Cl)c1ccccc1NC(=O)c1nsc2ccccc12
2. CC(C1CC1)N(C(=O)NC1CCS(=O)(=O)C1)c1ccccc1 (stereo not given)
3. COC(=O)c1sc2cccc(F)c2c1S(=O)(=O)Nc1ccc(C)cc1Cl
4. O=C(CSc1cn(CCNC(=O)c2cccs2)c2ccccc12)NC1CCCCC1
5. Cc1ccc(NC(=O)c2cc(S(=O)(=O)N3CCOCC3)ccc2Cl)cc1S(=O)(=O)N1CCOCC1
6. CC1CCN(S(=O)(=O)c2ccc3c(c2)N(CC(=O)NCc2ccccc2Cl)C(=O)CS3)CC1
7. Nn1c(SCC(=O)N2CCOCC2)nnc1-c1ccc(Cl)cc1Cl
8. CCCN(CCC)C(=O)CSc1ncccc1C(=O)O

entry no.,1,2,3,4,5,6,7,8
Nrf2 ARE act,8.9%,-1.0%,?,2.6%,0.3%,0.3%,-0.7%,0.5%
Nrf2 inh,/,4.1%,?,1.4%,-13.9%,/,5.2%,-5.2%
ATXN viability,/,i,i,i,i,/,i,i
A549 viability,14.3%,-6.4%,1.6%,15.7%,2.8%,-2.5%,-5.8%,-3.1%
MCF10A rereplic,/,-0.4%,/,-11.2%,1.9%,/,-3.0%,1.2%
IL-1B inflam inh,/,13.7,/,-0.8,31.2,/,-16.8,0.0
HepG2 viability,-7.5%,-3.8%,-4.4%,-14.4%,9.2%,-5.2%,-0.9%,4.2%
ATXN2 expr inh,/,-10.4%,1.3%,-34.0%,10.0%,/,-12.0%,-2.7%
TGFb inhibitor,-10.1%,-5.0%,0.5%,-17.2%,4.7%,-22.6%,-14.9%,1.3%

The final 2 records of the section before are carried over, then new ones follow:
7. Nn1c(SCC(=O)N2CCOCC2)nnc1-c1ccc(Cl)cc1Cl
8. CCCN(CCC)C(=O)CSc1ncccc1C(=O)O
9. CCCc1cc(=O)oc2cc(C)cc(OC(C)C(=O)N[C@@H](Cc3c[nH]c4ccccc34)C(=O)O)c12 (stereo not given in full)
10. COc1cccc(N2CC(NC(=O)c3ccc(S(=O)(=O)N4CCOCC4)cc3)CC2=O)c1 (stereo not given)
11. CN(CC(=O)Nc1cccc(F)c1)S(=O)(=O)c1ccc2c(c1)n(C)c(=O)c(=O)n2C
12. CCN(C(=O)COC(=O)c1ccc(O)cc1O)c1c(N)n(Cc2ccccc2)c(=O)[nH]c1=O
13. OC(COc1ccc(Cl)cc1)CN1CCN(c2cccc(Cl)c2)CC1 (stereo not given)
14. Cc1cccc(C)c1NC(=O)CN1CCN(C(=O)CNC(=O)Cc2cccc3ccccc23)CC1
15. CN(CC(=O)NC1CCCc2ccccc21)S(=O)(=O)c1ccc2c(c1)c(=O)n(C)c(=O)n2C (stereo not given)
16. Cc1ccc(S(=O)(=O)NCC(=O)NCc2cc(=O)n(C)c(=O)n2C)cc1C

entry no.,7,8,9,10,11,12,13,14,15,16
Nrf2 ARE act,-0.7%,0.5%,-0.4%,4.5%,4.7%,0.2%,5.4%,-0.3%,-1.3%,-0.5%
Nrf2 inh,5.2%,-5.2%,2.8%,/,16.5%,4.7%,7.1%,/,1.3%,6.9%
ATXN viability,i,i,i,/,i,i,i,i,i,i
A549 viability,-5.8%,-3.1%,2.0%,9.8%,0.7%,9.3%,7.4%,/,0.8%,3.0%
MCF10A rereplic,-3.0%,1.2%,14.6%,/,/,-1.7%,?,/,-2.2%,10.7%
IL-1B inflam inh,-16.8,0.0,18.6,/,/,-8.4,17.7,2.7,-27.6,0.3
HepG2 viability,-0.9%,4.2%,-2.3%,7.1%,-2.9%,-12.5%,-36.0%,-34.2%,-7.9%,-0.6%
ATXN2 expr inh,-12.0%,-2.7%,3.0%,/,7.5%,/,0.0%,/,-0.4%,/
TGFb inhibitor,-14.9%,1.3%,1.5%,-1.7%,9.3%,-10.1%,?,-20.2%,?,-24.1%

17. O=C(Nc1cccc(C(=O)O)c1)/C(=C\c1ccccc1)NC(=O)c1ccc(Br)o1
18. CC(=O)c1c(N2CCN(c3ccc(F)cc3)CC2)nc(=S)n(-c2ccccc2)c1C
19. CCc1ccc(C(=O)NNc2cc(Cl)ccc2Cl)cc1
20. O=C(O)c1ccc(N2CCOCC2)c(N2C(=O)C3C4C=CC(C4)C3C2=O)c1 (stereo not given)
21. Cc1ccccc1CN1CCN(CC(=O)NC(C)c2ccccc2)CC1 (stereo not given)
22. O=C(CC1C(=O)N(Cc2ccccc2)C(=S)N1CCN1CCOCC1)Nc1ccc(F)cc1 (stereo not given)
23. Cc1ccc2nc(NCc3ccccc3)c(C#N)cc2c1
24. Cc1ccc(-n2nnnc2SCC(=O)NC(C(=O)O)(c2ccccc2)c2ccccc2)cc1C

entry no.,17,18,19,20,21,22,23,24
Nrf2 ARE act,-0.1%,0.9%,5.6%,-0.5%,-0.8%,3.9%,3.1%,-0.2%
Nrf2 inh,/,-4.7%,-8.1%,9.7%,-5.7%,-1.0%,2.7%,-15.0%
ATXN viability,i,?,i,i,i,i,i,i
A549 viability,/,-2.5%,11.8%,-3.8%,-0.2%,-2.1%,-0.7%,4.0%
MCF10A rereplic,/,42.3%,4.1%,-1.9%,1.4%,-0.3%,14.6µM*,-3.7%
IL-1B inflam inh,-24.2,-79.7*,0.0,7.5,2.2,-12.7,29.9,-10.8
HepG2 viability,1.8%,-3.9%,-32.7%,-4.9%,0.2%,-29.0%,8.6%,5.1%
ATXN2 expr inh,/,5.2%,/,1.2%,-16.1%,-10.6%[11.3 µM],33.3%[activator],-25.7%
TGFb inhibitor,-9.8%,-8.7%,?,5.3%,1.2%,?,9.3%,-15.4%

Results follow in this order: Nrf2 ARE act, Nrf2 inh, ATXN viability, A549 viability, MCF10A rereplic, IL-1B inflam inh, HepG2 viability, ATXN2 expr inh, TGFb inhibitor
25) COc1ccc(C)cc1NC(=O)NC(C)c1c(-n2cccc2)sc(C)c1C (stereo not given)
    4.5%, ?, /, -5.4%, /, /, -25.5%, /, /
26) CS(=O)(=O)c1ccc(NC(=O)c2cccc(-n3cnnn3)c2)cc1
    -1.6%, 4.5%, i, 0.8%, -1.2%, 0.0, -23.8%, -3.2%, -11.6%
27) COc1cc(OC)c(NC(=S)NCc2ccccc2)cc1Cl
    -0.1%, -0.7%, i, 3.9%, -2.4%, -12.6, -1.9%, -12.1%, 0.0%
28) CCOC(=O)c1ccc(N2C(=O)c3cccc4c(C(=O)O)ccc(c34)C2=O)cc1
    0.2%, 1.6%, i, -0.2%, 21.4%, 0.0, 20.0%, -43.0%, 6.7%
29) CC1(c2ccccc2)CC2CC(c3ccccc3)N1O2 (stereo not given)
    -0.3%, 10.7%, i, 1.0%, -7.8%, 1.8, -1.1%, 3.5%, -18.1%
30) COc1ccccc1CNC(=O)C1CC2Cn3c(nc4cc(Cl)c(Cl)cc43)C2N1C (stereo not given)
    4.7%, 0.7%, ?, -4.0%, -0.9%, ?, -40.1%, -2.5%, -21.1%
31) O=C(COC(=O)c1cccnc1Cl)NCCC1=CCCCC1
    0.1%, 1.8%, i, 1.2%, -0.5%, 7.5, 9.6%, 2.6%, 8.0%
32) CC1CC(C)CN(C(=O)COC(=O)/C=C/c2ccco2)C1 (stereo not given)
    14.1µM*, 0.1%, i, 18.1%, -2.5%, 3.2, -7.8%, 3.1%, -8.0%
33) O=C(Nc1ccccc1C(=O)O)c1ccc(NC(=O)C2CCCCC2)cc1
    -0.4%, -6.5%, i, -10.9%, 2.8%, i, 20.5%, 6.9%, 0.2%
34) COC(=O)c1sccc1S(=O)(=O)N(CC(=O)NCc1ccc(C)cc1)c1ccc(C)c(C)c1
    3.5%, 25.4%, i, 1.2%, /, /, 1.7%, 13.2%, 2.1%
35) NC(=O)Cn1c(=O)n(CCCCCC(=O)NCc2ccccc2)c(=O)c2sccc21
    0.5%, 13.8%, i, 5.8%, /, /, 0.2%, 12.7%, -3.0%
36) COC(=O)c1ccc(CSc2nc3c([nH]c4ccccc43)c(=O)n2-c2cccc(OC)c2)o1
    3.7%, /, i, -23.3%, /, /, -6.5%, -14.7%, 1.0%
37) Cc1cc(C)c2c(n1)SCC(=O)N2CC(=O)Nc1ccc(Br)c(C)c1
    0.7%, -8.6%, i, -3.0%, -1.5%, -9.3, -27.2%, /, -22.9%
38) CCN(CC)C(=O)CSc1nc2cc3c(cc2c(=O)n1Cc1ccc(OC)cc1)OCO3
    0.4%, ?, i, -0.2%, 5.3%, 10.7, -6.1%, -10.2%, -3.4%
39) CC(=O)c1cnc2c(-c3ccc(Cl)cc3)c(C)nn2c1C
    -0.5%, 7.7%, i, -5.0%, -6.9%, 3.8, 8.9%, -10.2%, -22.6%
40) Cc1noc(C)c1S(=O)(=O)N(C)C[C@H]1OCCCC[C@@H](C)Oc2ccc(NS(=O)(=O)c3cn(C)cn3)cc2C(=O)N([C@H](C)CO)C[C@@H]1C
    0.0%, /, i, /, /, 34.8, -5.4%, -5.9%, 3.4%
41) O=C(Nc1nc(-c2ccc(F)cc2)cs1)c1cccc(N2C(=O)CCC2=O)c1
    -0.4%, 9.2%, i, -3.1%, 1.5%, 0.0, -1.0%, 17.5%, ?

High-throughput results as filed in PubChem.
